GSIS activator: GLuc luminescence reporter in INS-1E cells, primary screen for activators of glucose-dependent secretion of insulin; activation, % at 16.6 µM; 0.61% of 370,000 active; AID 743287; INS-1E GLuc reporter insulin secretion, 2-3 h;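 active means lowest replicate activation of at least 40%, so every replicate reaches that level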;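 further: 0% = median of neutral control wells and 100% = median of IBMX positive control wells; some compounds called inactive have numbers as strong as hits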
ERp5 inh: inhibitors of human ERp5; inhibition, % at 9.99 µM; 0.05% of 350,000 active; AID 651711; ERp5 insulin aggregation, absorbance 650 nm, 90 min; Q15084;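 active means mean replicate inhibition above about 25%, with every replicate also reaching it, limit read from the data, passing the limit was not always enough; inconclusive means only one of those two criteria met; inactive means neither criterion met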
Target sequence (Q15084 whole entry, looked up): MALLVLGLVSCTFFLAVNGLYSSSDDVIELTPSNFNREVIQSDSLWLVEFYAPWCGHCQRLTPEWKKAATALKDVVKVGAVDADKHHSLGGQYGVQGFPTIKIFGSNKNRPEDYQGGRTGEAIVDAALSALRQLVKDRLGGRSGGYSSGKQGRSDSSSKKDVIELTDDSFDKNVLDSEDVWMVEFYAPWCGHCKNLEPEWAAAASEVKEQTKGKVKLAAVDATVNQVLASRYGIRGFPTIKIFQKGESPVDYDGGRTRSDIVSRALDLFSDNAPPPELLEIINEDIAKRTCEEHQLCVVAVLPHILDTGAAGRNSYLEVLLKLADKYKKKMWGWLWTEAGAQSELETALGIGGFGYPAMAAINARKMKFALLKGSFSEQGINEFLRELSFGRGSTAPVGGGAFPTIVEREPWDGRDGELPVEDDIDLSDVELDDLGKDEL
PAX8 reporter: lowers PAX8-driven luciferase in RMG-I cells; RMG-I TPO-luciferase reporter, SteadyGlo, 24 h; inhibition, % at 12.6 µM; 1.2% of 360,000 active;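 active means mean replicate inhibition at least 60% with every replicate also reaching 60%; inconclusive means only one of the two criteria is met; inactive means mean below 60% and not all replicates reaching 60%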;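 further: luciferase light reporting Pax8 driven TPO promoter activity; plate controls were median of neutral control wells for no effect and mitoxantrone controls for full effect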
EWS-Fli block: inhibitors of EWS/Fli oncoprotein transcriptional activity. A673 NR0B1-luciferase reporter, viability-normalised. inhibition, % at 12.6 µM. 0.67% of 350,000 active. AID 651661;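 active means mean inhibition of at least 50% after viability correction, with every replicate also passing that limit; inconclusive means mean reaches 50% but only one of two replicates passes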;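 further: firefly luciferase signal divided by Alamar Blue viability fluorescence both relative to DMSO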
Xi reactivation: activators of X-chromosome reactivation in mouse fibroblasts | activation, % at 7.58 µM | 0.055% of 360,000 active | XiGFP mouse fibroblasts, % GFP-positive cells imaging, 3 d; cells co-treated with 5-aza-dC sensitizer; scaled so ellipticine positive control = 100%;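 active means mean normalized replicate activation at least 10% and every replicate at or above 10%; inconclusive means only one of the two criteria met; inactive means mean below 10% and not all replicates reach 10%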;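 further: 0% = median of on-plate neutral control wells and 100% = ellipticine 6 µM median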
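System: SV40-immortalized XiGFP fibroblast cells, line 68-5-11 / Incubation: 3-day compound exposure, then 15 min fixation at room temperature / Compound: single concentration per compound, delivered by pin transfer / Buffer or medium: DMEM plus 5-aza-dC sensitizer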
CFTR F508del cor: correctors of CFTR F508del function in bronchial epithelial cells; CFBE cells, YFP halide quenching; stimulated with forskolin plus potentiator P3; % fluorescence drop versus neutral controls; activity (quench increase), % at 7.58 µM; 0.36% of 350,000 active;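 active means mean added fluorescence quench of at least 8% versus neutral control, with both replicates also reaching 8%; inconclusive means only one of the mean or replicate conditions met; inactive means mean below 8% and not both replicates reaching 8%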;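 further: cells transiently co-express mutant CFTR-F508del with the halide-sensitive YFP; corrector assay measuring rescue of mutant channel to the surface after 24 h compound exposure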
ARNT-TACC3 inh: disrupts binding between human ARNT and TACC3. AlphaScreen His-ARNT PAS-B/GST-TACC3 binding, luminescence; TACC3 fragment carries E629A point mutation. Q9Y6A5. inhibition, % at 9.99 µM. 0.66% of 390,000 active;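 active means mean inhibition of replicates at least 50% and at least half of replicates each reaching 50%; inconclusive means half or more replicates reach 50% but mean below 50%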;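 further: 0% = complete ARNT plus TACC3 wells and 100% = ARNT alone without TACC3; many hits fall short of the cut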
DENV2 CPE: DENV2-induced cell death inhibition; DENV2-infected cells, cytopathic effect rescue, plate reader; CPE inhibition, % at 9.99 µM; 1.7% of 350,000 active; in the data active means CPE inhibition above about 20%, passing the limit was not always enough; inconclusive means no clear call, values can overlap the other calls; tested in BHK-21 cells;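 further: 0% = median of neutral control wells and 100% = median of positive control wells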
Numbers without * were called inactive; ? = inconclusive; · = not tested or not shown; & = joins results of further samples; ! = a repeat was not active.

Structure	DENV2 CPE	EWS-Fli block	ERp5 inh	ARNT-TACC3 inh	GSIS activator	CFTR F508del cor	PAX8 reporter	Xi reactivation
CC12CCC(=O)N1C(C(=O)Nc1cccc(S(=O)(=O)N3CCCCCC3)c1)CS2 (stereo not drawn)	-9	6	-3	30	-31	0.5	5	-0.1
O=C(CCNC(=O)c1ccco1)Nc1ccc(C(F)(F)F)cc1	1	-1	1	0	-9	0.0	-7	0.0
COc1ccc(-c2nnc(SCc3nnc(-c4cccs4)o3)n2CC2CCCO2)cc1 (stereo not drawn)	0	17	-1	2	·	·	3	0.0
COc1ccc(NS(=O)(=O)c2cn(C)c(=O)n(C)c2=O)c(OC)c1	-4	-2	-1	-3	14	0.8	13	0.7
C=CCNC(=S)N1CCN(c2cc3c(cc2F)c(=O)c(C(=O)O)cn3CC)CC1	5	0	2	-1	-4	0.2	16	0.0
Fc1ccc(-c2ccc(C3[C@@H]4CN(Cc5ccccc5)C[C@H]3N4)cc2)cc1 (stereo partly drawn)	-3&13	2&5	-1&1	·	75*!	0.2&-2.5	74*!	0.0&0.0
CC1(C(O)(C#CC[N+]2(C)CCCCC2)c2ccccc2)CCCC1 (stereo not drawn)	0	-1	5	-4	5	1.7	6	0.0
Cc1nn(C)cc1NC(=O)C[C@@H]1CC[C@H]2[C@H](COc3ccc(NC(=O)C4CCOCC4)cc3C(=O)N2C)O1	-6	2	-2	-6	3	·	-19	0.0
C[C@@H]1CN([C@H](C)CO)C(=O)c2cc(NS(=O)(=O)c3ccc(Cl)cc3)ccc2O[C@@H](C)CCCCO[C@@H]1CN(C)S(=O)(=O)c1ccccc1	-6	4	0	6	-38	2.6	23	0.1
CCOc1cc(C(=O)Nc2ccncc2)cc(OCC)c1OCC	?	9	-3	-4	36	1.5	1	0.0
CC(=O)Nc1ccc(/C=N/OCC(=O)Nc2ccc(C)cc2)cc1	·	·	·	-11	1	·	-64	0.1
COc1ccc(CCNC(=O)CSc2nc(-c3ccco3)cc(C(F)(F)F)n2)cc1OC	6	1	-11	-4	15	-0.4	·	·
Cc1noc(C)c1NC(=O)Nc1ccc2c(c1)C(=O)N([C@H](C)CO)C[C@@H](C)[C@@H](CN(C)CC1CCCCC1)O2	18	-6	-3	-7	14	-3.4	-16	-0.3
CC(=O)N1CCN(c2nc3ccc(Br)cc3s2)CC1	2	-74	-4	-12	6	1.4	-175	0.3
FC(F)(F)c1ccccc1Cc1c(-c2ccco2)nc2ccc(Cl)cn12	3	3	-2	·	-12	-0.8	39	·

The listing continues:
Structure	DENV2 CPE	EWS-Fli block	ERp5 inh	ARNT-TACC3 inh	GSIS activator	CFTR F508del cor	PAX8 reporter	Xi reactivation
C[C@H](NC(=O)c1nc[nH]c1C(=O)N[C@@H](Cc1ccccc1)C(=O)OC(C)(C)C)C(=O)OCc1ccccc1	-7	3	7	4	·	-1.6	3	0.0
COc1ccc(C(=S)N2CCC(C(N)=O)CC2)cc1Br	-6	-1	2	7	11	1.5	26	0.0
C[C@H](CO)N1C[C@H](C)[C@@H](CN(C)S(=O)(=O)c2ccc(-n3cccn3)cc2)OCc2cn(nn2)CCCC1=O	5&-5	0&-12	9&2	·	-1&11	5.3&0.7	-3	-0.1&0.4
C[C@@H]1CN([C@@H](C)CO)C(=O)c2cc(NC(=O)C3CCCCC3)ccc2O[C@@H]1CN(C)C(=O)Nc1ccccc1	14	5	-1	-2	-6	1.5	-11	0.3
O=c1nc2n(Cc3ccccc3)c3ccccc3cc-2c(=O)[nH]1	-5	-3	-4	·	·	·	-5	0.0
C[C@H]1CCCCO[C@H](CN(C)S(=O)(=O)c2cccs2)[C@@H](C)CN([C@@H](C)CO)C(=O)c2cc(NS(=O)(=O)c3ccc(F)cc3)ccc2O1	9	-2	-2	-2	-9	2.0	31	0.1
COc1ccccc1-c1cc(C(=O)NC2CCCC2)no1	3	-105	-5	-3	-7	-0.3	-79	0.0
COC(=O)c1nc(NC(=O)c2cc(OC)c(OC)c(OC)c2)n[nH]1	3	4	-2	-9	-8	0.3	5	0.0
Cc1ccc(-n2c(-c3ccc(Cl)cc3Cl)n[nH]c2=S)cc1	-2	14	5	-7	23	1.4	-19	0.0
CCOC(=O)C1CCN(CC(O)COCc2ccccc2)CC1 (stereo not drawn)	4	-1	2	7	-3	-1.5	20	0.0
COc1ccc(NCc2nnc(SCCN3CCCCC3)n2-c2ccc(C)cc2)cc1	-7	-14	3	8	-2	-1.5	-14	0.0
Cc1ccc(CN(C(=O)c2ccccc2[N+](=O)[O-])C2CCS(=O)(=O)C2)o1 (stereo not drawn)	-2	·	3	-1	-5	-2.5	7	0.1
COC(=O)CNC(c1ccccc1)c1cc(C)ccc1NS(=O)(=O)c1ccc(C)cc1 (stereo not drawn)	·	6	·	0	-18	-1.0	7	0.0
CN(C(=O)Nc1ccc(Cl)cc1Cl)C1CCCC1	?	-87	-2	5	3	-2.4	-88	0.0
CCCCNc1c(N2CCN(C(=O)OCC)CC2)c(=O)c1=O	-5	2	3	-3	29	-1.7	7	0.0

Other structures follow:
Structure	DENV2 CPE	EWS-Fli block	ERp5 inh	ARNT-TACC3 inh	GSIS activator	CFTR F508del cor	PAX8 reporter	Xi reactivation
CC(C)(C)NC(=O)C(c1ccnc2ccccc12)n1c(=O)c(-c2ccccc2)nc2ccccc21 (stereo not drawn)	-15	-50	4	·	-32	-0.2	-44	0.3
O=C(Nc1ccc2c(c1)OCCO2)C(c1ccncc1)n1c(=O)c(-c2ccco2)nc2ccccc21 (stereo not drawn)	17	-24	1	·	24	2.8	-51	-0.1
COc1cc(NC(=O)CCC(=O)c2cccs2)cc(OC)c1	2	-13	2	-14	-5	-1.3	-14	0.0
CS(=O)(=O)c1ccc2nc(NC(=O)c3ccc(=O)[nH]c3)sc2c1	·	-4	3	15	8	-0.1	4	-0.1
CC(=O)C1=C(C)NC(=S)NC1c1cccc([N+](=O)[O-])c1 (stereo not drawn)	-6	0	-10	-1	-1	·	2	0.1
COc1ccc(C(=O)NC(C(=O)OCC(=O)Nc2sccc2C(N)=O)C(C)C)cc1 (stereo not drawn)	2	8	0	1	·	-0.2	-4	0.0
C[C@H](CO)N1C[C@H](C)[C@@H](CN(C)CC2CCCCC2)OCCCC[C@H](C)Oc2ccc(NC(=O)Nc3ccc(C(F)(F)F)cc3)cc2C1=O	12	60*	-6	17	-20	0.1	14	0.1
Cc1noc(C)c1NC(=O)Nc1cccc2c1O[C@H](CN(C)C(=O)Nc1cccc3ccccc13)[C@@H](C)CN([C@@H](C)CO)C2=O	8	0	0	9	3	-1.9	1	0.0
Cc1ccc(-n2c(SCC(=O)NC3CCS(=O)(=O)C3)nc3ccccc3c2=O)cc1 (stereo not drawn)	6	-5	0	-10	4	-1.8	-4	0.0
Cc1ccc(-c2ccccc2[C@@H]2[C@@H](CO)N(C(=O)Cc3cccnc3)[C@H]2C#N)cc1	-4	-3	2	·	6	0.3	-9	0.0
CCC(=O)N(C)C[C@H]1Oc2ncc(C#CC(C)C)cc2C(=O)N([C@@H](C)CO)C[C@@H]1C	·	-4	·	·	-2	1.4	-27	1.9
CCc1ccc([C@@H]2CC=C(C(=O)O)[C@H](c3ccccc3)N2S(=O)(=O)c2ccc(C)cc2)cc1	-9	-3	3	-4	-2	0.3	0	0.2
C#CCNC(=O)C1=C[C@@H](c2ccc(C(F)(F)F)cc2)C[C@@H](OCc2ccc(CO)cc2)O1	-3&2	-19&9	1&0	3	-7	-0.3&2.3	2&12	0.3
CCC(=O)NCCc1nc2cc(NC(=O)c3ccc(F)cc3)ccc2n1C	-5	-74	5	-3	-1	-1.4	-56	0.0
COc1cc2c(cc1OC)C(=O)N1[C@H]3c4cc(C)ccc4OC[C@@H]3[C@H](c3ccccc3)[C@]1(C)C(=O)N2	-5	58*	5	-3	-2	-2.8	-5	0.1

Next section.
Structure	DENV2 CPE	EWS-Fli block	ERp5 inh	ARNT-TACC3 inh	GSIS activator	CFTR F508del cor	PAX8 reporter	Xi reactivation
C[C@H]1CN([C@@H](C)CO)C(=O)c2c(c3ccccc3n2C)-c2ccccc2CO[C@H]1CN(C)C(=O)[C@H](Cc1ccccc1)N(C)C	7	5	-2	14	-1	4.4	2	0.2
[O-][n+]1c2ccccc2cc2ccccc21	-1	-15	1	·	-13	-6.4	0	0.1
C[C@H]1CN([C@@H](C)CO)C(=O)c2cccc(NS(=O)(=O)c3ccc(F)cc3)c2O[C@@H]1CN(C)S(=O)(=O)c1cn(C)cn1	-1	-10	1	-2	1	-0.1	-20	-1.1
Cc1ccc(CNC(=O)c2nnn(CC(=O)Nc3cc(C)cc(C)c3)c2N)cc1	0	·	8	-7	11	-0.4	4	0.0
Cc1cnc(C(=O)OC(C)C(=O)NC2CCCc3ccccc32)cn1 (stereo not drawn)	-3	1	5	4	-3	-1.7	6	-0.1
CC1CCN(C(=O)CSc2nnc(N)s2)CC1	0	-4	-2	-6	3	-1.3	-8	0.0
C=CCC[C@H](Cc1ccc(F)cc1)C(=O)OC[C@@H](Cc1c[nH]c2ccccc12)NC(=O)[C@@H](CC=C)CC(=O)N[C@H](CO)Cc1ccccc1	-8	0	-2	-3	-17	-0.2	34	0.6
Cc1ccc(S(=O)(=O)NCC[C@@H]2CC[C@H](NC(=O)C3CCOCC3)[C@@H](CO)O2)cc1	17	0	2	-4	2	0.6	2	-0.2
CC(=O)CC[N+](C)(C)C	0	0	-3	-2	4	0.6	-7	0.2
CCCNC(=O)N1[C@H](CO)[C@@H](c2ccc(C3=CCCC3)cc2)[C@@H]1CNC(C)=O	?	-1	·	-5	0	-0.3	1	0.2
O=C(NCCCn1ccnc1)C(=O)c1c[nH]c2ccccc12	-8	6	3	-9	0	0.2	28	0.0
O=C(NCCc1ccccc1)[C@H]1[C@H](CO)[C@H]2Cn3c(cccc3=O)[C@H]2N1Cc1ccccc1	2	4	0	-1	18	·	·	0.1
CC(=O)NC(Cc1c[nH]c2ccccc12)C(=O)NCCc1ccccn1 (stereo not drawn)	-1	-6	1	-3	14	0.9	-9	0.3
C[C@@H]1CN([C@@H](C)CO)C(=O)c2cccc(NC(=O)Nc3ccc(F)cc3)c2O[C@H]1CN(C)CC1CCCCC1	-1	17	2	22	-14	3.0	-4	-0.1
COc1cc(NC(=O)CN(C)S(=O)(=O)c2ccc3c(c2)CC(C)N3C(C)=O)cc(OC)c1OC (stereo not drawn)	5	·	1	0	-4	0.3	-5	0.0

(continued)
Structure	DENV2 CPE	EWS-Fli block	ERp5 inh	ARNT-TACC3 inh	GSIS activator	CFTR F508del cor	PAX8 reporter	Xi reactivation
CCc1cccc(Nc2cnn(C34C[C@@H]5C[C@@H](CC(CC(=O)O)(C5)C3)C4)c(=O)c2Cl)c1	10	0	0	3	9	-1.3	15	0.0
COc1ccc(NC(=O)C2CCCN2S(=O)(=O)c2cccc3cccnc23)cc1OC (stereo not drawn)	15	-3	6	15	-11	2.2	-4	0.2
C[C@@H]1CN([C@H](C)CO)C(=O)Cc2cc(NS(C)(=O)=O)ccc2O[C@@H]1CN(C)C(=O)Nc1ccc2c(c1)OCO2	?	-18	·	-5	9	-6.4	-2	0.0
CN1CCN(C(=O)C(=O)c2cn(CC(=O)N3CCCCCC3)c3ccccc23)CC1	5	5	-8	·	6	4.3	11	0.2

Bioassay records (PubChem BioAssay)

Random draw from the library, and some 4.2% of all compounds hit somewhere here.
